# Assay outcomes deposited in PubChem BioAssay by several laboratories.
# proCasp3 act – activates human procaspase-3; P42574; recombinant procaspase-3 D3A, Ac-DEVD-pNA absorbance 405 nm; activation, % at 8.5 µM; 330,000 compounds, 0.11% hits; AID 463141;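 active = activation above the mean of all tested compounds plus 3 SD, cut at about 21% in these data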;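 note: 0% = DMSO alone and 100% = DMSO wells spiked with extra 5 µM PC-3 D3A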
#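 material = Procaspase-3 D3A mutant | probe or stimulus = Ac-DEVD-pNA | compound = single dose, 8.5 µM nominal compound, 0.8% DMSO | timing = 1 h preincubation, 2 h reaction | measured by = 405 nm absorbance of p-nitroaniline, reads at 0 and 120 min | benchmarks = DMSO-only low control, 5 µM PC-3 D3A high control | repeats = singlicate, each compound tested once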
# CTSL1 counter – blocks F. hepatica cathepsin L1 in PFM18AAP counter-screen; recombinant F. hepatica cathepsin L1, Z-Leu-Arg-MCA fluorescence; inhibition, % at 5.96 µM; 300,000 compounds, 0.49% hits; AID 1906;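 active = inhibition above the mean of all tested compounds plus 3 SD, set per screening campaign, cut at about 17% in these data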;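 note: 0% = plate median of test compound wells and 100% = 1 µM Z-Phe-Ala-diazomethylketone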
# procasp7 counter – counter-screen for procaspase-3 activators: activators of human procaspase-7. P55210. recombinant procaspase-7, Ac-DEVD-pNA absorbance 405 nm; D23A/D198A/D206A triple mutant, cannot self-cleave; scale: DMSO 0, 5 µM enzyme 100. activation, % at 8.5 µM. 330,000 compounds, 0.093% hits;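 active = percent activation above the screen-wide mean plus 3 SD, cut at about 25% in these data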
#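 Assay system: Uncleavable procaspase-7 mutant enzyme; Input: 2 µM procaspase-7 mutant as dispensed; Also added: DEVD-pNA substrate; Medium: Zinc-free HEPES pH 7.4 with 300 mM NaCl, 0.01% Triton X-100; Timing: 1 h compound preincubation, 2 h substrate cleavage, 25 °C; Measured by: Epi-absorbance of released pNA at 405 nm, two timepoints.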
# HCV core dimer – blocks dimerization of HCV core protein | inhibition, % at 5 µM | AID 1899 | 300,000 compounds, 0.33% hits | TR-FRET GST/Flag-core106 dimerization, 1536-well;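 active = inhibition above the mean of all tested compounds plus 3 SD, set per screening campaign, cut at about 45% in these data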
#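 Material: Tagged HCV core106 pair (GST and Flag) | Amount: GST-core106 13.5 nM, Flag-core106 17 nM | Medium: KF-containing HEPES buffer, pH 7.45, DTT, CHAPS, BSA | Reagent: Eu donor and XL665 acceptor anti-tag antibodies | Schedule: 4 h at 22.5 °C | Technique: Time-resolved FRET, ex 340 nm, em 617 and 671 nm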
# GRK2 inh – inhibitors of human GRK2 displacing RNA aptamer; P25098; bead flow cytometry, FAM-aptamer displacement from GRK2; inhibition of aptamer binding, % at 10 µM; 330,000 compounds, 0.59% hits; AID 488847;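 active = inhibition of aptamer binding above 40%, roughly 3 SD of noise, on plates passing a quality check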;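 note: median bead fluorescence of bound FAM aptamer so fluorescent compounds give negative values; no value below 0 was filed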
# VLA-4 inh – inhibition in a human VLA-4 binding assay | P13612 | inhibition, % (about 7 µM as worked out from the volumes in the protocol) | VLA-4 expressing cells, ligand binding flow cytometry | 330,000 compounds, 0.2% hits | AID 2557; in the data active = inhibition above about 50%
# PP1 counter – counter-screen for PP5 inhibitors: inhibitors of human PP1-alpha | P62136 | purified PP1alpha, OMFP fluorescence | inhibition, % at 6.7 µM | 320,000 compounds, 0.9% hits | AID 2235;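 active = inhibition above the mean inhibition of all tested compounds plus 3 SD, computed separately for each screening campaign, cut at about 15% in these data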
# GASC-1 inh – blocks human GASC-1 demethylase activity. inhibition, % at 2.35 µM. GST-JMJD2C(1-420) H3K9me3 demethylation, DELFIA europium. 330,000 compounds, 0.069% hits. Q9H3R0;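 active = more than half of a compound's replicate wells show inhibition beyond 50%, single wells judged on their own value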;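 note: signal counts dimethyl H3K9 product captured on neutravidin plate; 0% = median of DMSO wells and 100% = 0.3 times that DMSO median; strong numbers were not always called active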
# Target sequence (Q9H3R0 1-420 limits assumed): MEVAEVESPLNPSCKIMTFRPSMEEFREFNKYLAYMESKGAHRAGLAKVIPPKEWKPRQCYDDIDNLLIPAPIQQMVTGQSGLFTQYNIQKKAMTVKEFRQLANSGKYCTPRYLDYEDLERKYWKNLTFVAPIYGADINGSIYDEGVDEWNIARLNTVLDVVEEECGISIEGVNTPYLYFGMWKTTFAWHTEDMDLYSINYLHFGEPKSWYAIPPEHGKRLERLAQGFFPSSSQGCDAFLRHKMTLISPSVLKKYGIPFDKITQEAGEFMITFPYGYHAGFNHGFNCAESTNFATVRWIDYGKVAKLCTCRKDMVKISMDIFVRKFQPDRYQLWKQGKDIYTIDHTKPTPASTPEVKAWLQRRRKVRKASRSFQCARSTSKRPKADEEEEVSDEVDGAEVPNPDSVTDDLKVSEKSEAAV
# PP5 primary – PP5 (human) phosphatase inhibition. inhibition, % at 6.7 µM. purified PP5c, OMFP substrate fluorescence. 320,000 compounds, 0.18% hits. P53041;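 active = inhibition above the campaign's mean inhibition across all tested compounds plus 3 SD, cut at about 9.5% in these data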;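 note: 0% = DMSO only and 100% = 100 µM cantharidin control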
# Target sequence (P53041 whole entry, looked up): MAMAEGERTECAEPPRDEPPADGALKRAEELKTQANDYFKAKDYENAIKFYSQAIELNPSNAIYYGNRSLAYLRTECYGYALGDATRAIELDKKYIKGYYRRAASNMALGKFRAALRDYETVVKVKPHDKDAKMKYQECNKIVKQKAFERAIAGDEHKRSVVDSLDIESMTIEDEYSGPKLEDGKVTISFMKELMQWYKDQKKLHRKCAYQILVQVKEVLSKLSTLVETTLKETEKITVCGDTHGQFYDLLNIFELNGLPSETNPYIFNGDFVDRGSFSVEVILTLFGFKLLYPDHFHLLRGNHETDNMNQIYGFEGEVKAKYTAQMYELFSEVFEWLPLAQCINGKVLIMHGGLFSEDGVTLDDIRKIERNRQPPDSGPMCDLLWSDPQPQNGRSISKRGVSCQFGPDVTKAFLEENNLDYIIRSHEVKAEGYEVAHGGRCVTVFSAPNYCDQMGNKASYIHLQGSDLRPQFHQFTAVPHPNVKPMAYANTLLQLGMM
# Starred values were filed as active, the others as inactive; . = not tested or not shown.
no.	SMILES	proCasp3 act	CTSL1 counter	procasp7 counter	HCV core dimer	GRK2 inh
1	Cc1ccc(Cl)cc1NC(=O)C1CCN(S(C)(=O)=O)CC1	-6	0	4	-4	4
2	Cn1c(=O)n(CC#N)c2ccccc21	-4	4	-3	-1	1
3	COCCOC(=O)c1[nH]c2c(c1C)C(=O)CC(c1ccc(N(C)C)cc1)C2 (centres undefined)	-1	-4	2	30	4
4	CCCCN(C(=O)c1ccc(OC(F)(F)F)cc1)c1c(N)n(CCC)c(=O)[nH]c1=O	-4	-4	17	-5	0
5	O=C(CSc1cc(Cl)ccc1Cl)NCC1CCCO1 (centres undefined)	6	-2	11	3	2
6	COc1c(F)c(F)c(C(=O)Nc2ccccc2N2CCN(C(C)=O)CC2)c(F)c1F	5	3	14	47*	3
7	CC(=O)c1cccc(N(CC(=O)NCCc2ccccc2)C(=O)c2csnn2)c1	1	-3	1	-3	6
8	CCc1ccc(CN(C)C(=O)CCc2nnc(Cc3cccc(C)c3)o2)nc1	-3	-1	3	-3	0
9	CCN(c1ccccc1)S(=O)(=O)c1ccc(NN)nc1	-7	.	-10	.	1
10	Cc1ccc(-n2nc3c(=O)n(C(C)C(=O)NC4CC4)nc(C)c3c2C)cc1 (centres undefined)	4	-2	6	-4	2
11	O=c1[nH]c(CN2CCN(S(=O)(=O)c3ccc4ccccc4c3)CC2)nc2ccccc12	9	1	-3	9	0
12	CCN1C(=O)N(S(=O)(=O)C(F)(F)F)[C@@H](c2ccccc2)C(C(=O)OC)=C1C	4	0	11	-7	3

no.	VLA-4 inh	PP1 counter	GASC-1 inh	PP5 primary
1	-3	-1	-4	2.1
2	12	-3	0	0.9
3	0	0	-12	0.9
4	3	-1	-4	2.1
5	-3	-1	-5	-0.8
6	7	3	-5	-0.8
7	-4	-2	0	2.7
8	1	-6	-1	-0.8
9	15	1	-3	1.5
10	1	-3	-25	1.0
11	-6	-1	5	-0.3
12	14	2	-11	3.9

# (list continues)
no.	SMILES	proCasp3 act	CTSL1 counter	procasp7 counter	HCV core dimer	GRK2 inh
13	Cc1sc2nc(CSC(C)C(=O)Nc3ccc(C(N)=O)cc3)[nH]c(=O)c2c1C (centres undefined)	-7	3	-4	-6	0
14	CN(C)C(=O)N1CCC(C(=O)N2CCCC(C(=O)c3ccc(C(C)(C)C)cc3)C2)CC1 (centres undefined)	11	4	5	3	1
15	COc1cc(C(=O)NC(=S)Nc2nccs2)cc(OC)c1OC	3	2	7	-3	13
16	COC(=O)[C@H](Cc1ccccc1)NC(=O)[C@@H]1C[C@H]1[C@@H](NC(=O)OCc1ccccc1)c1ccccc1	6	-3	-14	-2	3
17	O=C(COC(=O)c1cccc(-n2cnnn2)c1)c1ccc(Br)cc1	-13	-3	3	0	0
18	Clc1ccccc1/C=C/c1ccnc2ccccc12	-3	0	3	-5	0
19	O=C(CSc1ccccc1F)NC(=O)c1ccc(Cl)cc1	-1	.	-2	.	14
20	COc1ccc(C(OC(=O)c2cccs2)C(=O)NCC2CCCO2)cc1 (centres undefined)	9	-35	11	0	3
21	CCOc1ccccc1NC(=S)N1CCN(c2ccc(OC)cc2)CC1	-1	2	-8	7	0
22	CC(Cc1cccs1)NC(=S)Nc1ccccc1 (centres undefined)	-12	-1	-7	9	0
23	COc1cccc(NC(=S)N2CCC(NC(=O)c3ccco3)CC2)c1	-16	1	-24	-10	0
24	CCCNC(=O)c1ccc(Cl)cc1Cl	-5	-1	1	-6	0

no.	VLA-4 inh	PP1 counter	GASC-1 inh	PP5 primary
13	3	-2	-13	0.9
14	19	-1	33	-0.7
15	-1	0	-9	3.4
16	-8	14	-14	3.5
17	-3	-2	6	0.4
18	-8	5	2	3.6
19	-1	.	3	.
20	-7	9	4	1.8
21	10	-2	-19	0.0
22	21	-2	2	1.6
23	-3	-2	-10	-1.4
24	6	-2	2	6.8

# The list goes on.
no.	SMILES	proCasp3 act	CTSL1 counter	procasp7 counter	HCV core dimer	GRK2 inh
25	Cc1ccc(S(=O)(=O)N2CCCCC2)cc1NC(=S)NC(=O)c1ccco1	-6	3	-1	0	1
26	Cc1ccc(S(=O)(=O)NC(C)CCc2ccccc2)cc1 (centres undefined)	2	-1	-3	3	31
27	CC(=O)c1ccc(S(=O)(=O)N2CCN(C(C)C(=O)N(C)Cc3ccccc3)CC2)cc1 (centres undefined)	6	.	0	.	1
28	O=C(O)Cn1nnc(-c2cccs2)n1	-4	4	12	-6	89*
29	Cc1ccc(CNC(=O)CSc2nc3ccsc3c(=O)n2Cc2ccc(C(=O)O)cc2)cc1	0	4	6	-1	2
30	O=S(=O)(NN1CCOCC1)c1ccc(Br)s1	-2	-4	-5	-8	0
31	COc1cc([N+](=O)[O-])ccc1Nc1nc(C)cc(C)n1	8	1	3	1	0
32	CC(=O)c1cccc(N(CC(=O)NC2CCCC2)C(=O)c2ccc(C)s2)c1	-9	-3	8	-5	0
33	Clc1ccc(-c2nnc(-c3ccccc3)o2)c(Cl)c1	8	2	2	1	1
34	CCOC(=O)c1cc(NCc2cccs2)ccc1N1CCOCC1	4	-2	10	-3	1
35	Cc1ccc(OCC(=O)N2CCCCC2C)c([N+](=O)[O-])n1 (centres undefined)	3	.	4	.	0
36	CCN(C(=O)CN1CCN(C)CC1)c1cccc2ccccc12	-8	-6	1	-2	1

no.	VLA-4 inh	PP1 counter	GASC-1 inh	PP5 primary
25	9	1	4	1.7
26	-4	-3	6	-1.0
27	-2	.	3	.
28	-1	1	1	2.4
29	23	-3	-3	-1.1
30	-28	0	5	3.4
31	7	-3	-3	-2.4
32	9	1	13	0.7
33	-4	-2	-5	2.9
34	7	-2	-3	1.2
35	11	.	-6	.
36	13	6	-1	2.3

# By substructure, the compounds so far containing a COOH group
no.	SMILES	proCasp3 act	CTSL1 counter	procasp7 counter	HCV core dimer	GRK2 inh
28	O=C(O)Cn1nnc(-c2cccs2)n1	-4	4	12	-6	89*
29	Cc1ccc(CNC(=O)CSc2nc3ccsc3c(=O)n2Cc2ccc(C(=O)O)cc2)cc1	0	4	6	-1	2

no.	VLA-4 inh	PP1 counter	GASC-1 inh	PP5 primary
28	-1	1	1	2.4
29	23	-3	-3	-1.1

# Following part.
no.	SMILES	proCasp3 act	CTSL1 counter	procasp7 counter	HCV core dimer	GRK2 inh
37	CCOC(=O)C(NC(C)=O)(OCc1ccc(F)cc1)C(F)(F)F (centres undefined)	0	1	4	-7	0
38	COc1ccc(N(CC(=O)NC2CC2)S(=O)(=O)c2ccccc2)cc1	2	0	3	0	4
39	CCOC1=NN(c2ncc(C(F)(F)F)cc2Cl)C(=O)C1	-1	0	9	-1	4
40	COc1ccc2[nH]c(=O)c(CNc3ccc(C)cc3C)cc2c1	4	3	-9	-1	1
41	O=C(COc1ccc(F)cc1Cl)N(Cc1nnc(-c2ccccc2Cl)o1)C1CC1	4	-2	-3	6	2
42	CCOC(=O)c1nnn(-c2nonc2OC)c1-c1ccccc1	-1	-3	-5	5	0
43	C=CCn1c(O)c(N=NC(=O)c2cccnc2)c2cc(Br)ccc21	-5	-1	-8	0	0
44	CC(=O)Nc1cccc(Oc2cc(C#N)c(C#N)cc2N2CCOCC2)c1	-2	0	4	-1	0
45	CCc1nnc(NC(=O)CSc2nnc(CNc3ccc(OC)cc3)n2CC)s1	5	-3	-10	1	4
46	CC(C)OCCCNc1nc(-c2ccccc2)nc2ccccc12	-7	-3	-5	-14	0
47	O=S(=O)(c1ccccc1F)N1CCc2ccccc2C1	0	-3	3	7	1
48	O=C(CSc1nccc(=O)[nH]1)NCc1ccc(Cl)cc1	0	-4	-2	-2	3

no.	VLA-4 inh	PP1 counter	GASC-1 inh	PP5 primary
37	-22	0	12	-0.4
38	0	-4	4	-2.7
39	-8	-2	2	2.3
40	0	1	8	0.6
41	-2	4	-20	-2.0
42	10	1	7	2.3
43	5	-4	-9	1.6
44	4	-2	1	0.3
45	-10	5	-16	0.6
46	10	2	8	5.0
47	15	6	2	6.3
48	38	-7	-4	-1.0

# Entries listed above shown as hits in GRK2 inh.
no.	Compound	proCasp3 act	HCV core dimer	GRK2 inh	VLA-4 inh	GASC-1 inh	PP5 primary
28	O=C(O)Cn1nnc(-c2cccs2)n1	-4	-6	89*	-1	1	2.4

# Other records follow.
no.	SMILES	proCasp3 act	CTSL1 counter	procasp7 counter	HCV core dimer	GRK2 inh
49	O=C(N/N=C/c1cc(Br)cs1)C(O)c1ccccc1 (centres undefined)	-3	1	-2	6	0
50	Cc1cc([N+](=O)[O-])nn1CC(=O)c1ccccc1	2	-2	5	-9	3
51	CCOC(=O)C1CCN(C(=O)Cn2cnc3sc(C)c(S(=O)(=O)N4CCOCC4)c3c2=O)CC1	-6	1	7	-12	0
52	CCOc1ccc(NC(=O)C2CCCN(S(=O)(=O)c3ccc(-n4cnnn4)cc3)C2)cc1 (centres undefined)	2	-1	7	11	0
53	COc1ccc(CN2CCC(=O)N([C@H](CO)Cc3ccccc3)CC2)cc1OC	-2	-2	3	-17	3
54	CC(=O)c1ccc(N2CCN(C(=O)CCC(=O)Nc3ccc4nc(N5CCN(C)CC5)cc(C)c4c3)CC2)cc1	-2	1	10	-2	1
55	CC(C)(C)CC(=O)Nc1nnc(SCC(=O)Nc2ccccc2F)s1	8	3	-1	2	1
56	CCOC(=O)N1CCN(C(=O)CS(=O)(=O)Cc2nc(-c3ccccc3C)oc2C)CC1	4	3	2	-5	1
57	CCOC(=O)C1=C(C)Nc2ccccc2N=C1NC(=O)c1cc(C)on1	0	.	0	.	1
58	C=CCNC(=O)/C(C#N)=C/c1c(C)nn(-c2ccc(Cl)cc2)c1Cl	6	0	-2	26	2
59	O=C(NNC(=O)C1CCCO1)c1ccc(Br)cc1 (centres undefined)	5	-9	0	-3	4

no.	VLA-4 inh	PP1 counter	GASC-1 inh	PP5 primary
49	-3	0	-24	2.5
50	6	2	-1	-1.7
51	9	-1	9	2.6
52	5	-2	-2	-0.9
53	-2	-4	5	-3.9
54	-2	7	-3	3.3
55	1	-4	-5	0.2
56	1	-6	5	3.3
57	-11	-3	4	4.8
58	-3	-8	8	1.7
59	18	-7	-25	2.2

# Profiles from above. Order of values: proCasp3 act	CTSL1 counter	procasp7 counter	HCV core dimer	GRK2 inh	VLA-4 inh	PP1 counter	GASC-1 inh	PP5 primary
# CCOC(=O)N1CCN(C(=O)CS(=O)(=O)Cc2nc(-c3ccccc3C)oc2C)CC1 reads 4	3	2	-5	1	1	-6	5	3.3
# CCOC(=O)C1=C(C)Nc2ccccc2N=C1NC(=O)c1cc(C)on1 reads 0	.	0	.	1	-11	-3	4	4.8
# CC(=O)c1ccc(N2CCN(C(=O)CCC(=O)Nc3ccc4nc(N5CCN(C)CC5)cc(C)c4c3)CC2)cc1 reads -2	1	10	-2	1	-2	7	-3	3.3
